Screening results deposited in PubChem by several laboratories.
LYPLA2 counter = counter-screen for PME1 inhibitors: inhibitors of human LYPLA2; O95372; recombinant LYPLA2, FP-Rh probe fluorescence polarization; inhibition, % at 5.9 µM; 0.38% of 320,000 active;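 active means inhibition above the screen-wide mean plus 3 SD, limit set per campaign, cut at about 26% in these data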;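 further: 0% = LYPLA2 with DMSO and 100% = wells lacking LYPLA2 enzyme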
Target sequence (O95372 whole entry, looked up): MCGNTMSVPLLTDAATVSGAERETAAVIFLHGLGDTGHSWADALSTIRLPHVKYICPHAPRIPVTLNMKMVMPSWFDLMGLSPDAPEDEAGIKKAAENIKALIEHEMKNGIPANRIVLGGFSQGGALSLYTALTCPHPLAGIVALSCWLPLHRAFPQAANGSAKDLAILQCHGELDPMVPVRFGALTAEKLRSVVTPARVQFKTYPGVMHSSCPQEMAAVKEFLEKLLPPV
CTSL1 counter = blocks F. hepatica cathepsin L1 in PFM18AAP counter-screen | inhibition, % at 5.96 µM | 0.49% of 300,000 active | recombinant F. hepatica cathepsin L1, Z-Leu-Arg-MCA fluorescence;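 active means inhibition above the mean of all tested compounds plus 3 SD, set per screening campaign, cut at about 17% in these data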;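 further: 0% = plate median of test compound wells and 100% = 1 µM Z-Phe-Ala-diazomethylketone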
PP1 counter = PP1-alpha (human) inhibition in PP5 counter-screen | P62136 | purified PP1alpha, OMFP fluorescence | inhibition, % at 6.7 µM | 0.9% of 320,000 active;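 active means inhibition above the mean inhibition of all tested compounds plus 3 SD, computed separately for each screening campaign, cut at about 15% in these data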
GASC-1 inh = inhibitors of human GASC-1 (JMJD2C) demethylase | Q9H3R0 | GST-JMJD2C(1-420) H3K9me3 demethylation, DELFIA europium | 0.069% of 330,000 active | inhibition, % at 2.35 µM;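 active means more than half of a compound's replicate wells show inhibition beyond 50%, single wells judged on their own value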;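 further: signal counts dimethyl H3K9 product captured on neutravidin plate; 0% = median of DMSO wells and 100% = 0.3 times that DMSO median; strong numbers were not always called active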
PP5 primary = inhibitors of human protein phosphatase 5 (PP5); purified PP5c, OMFP substrate fluorescence; inhibition, % at 6.7 µM; 0.18% of 320,000 active;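 active means inhibition above the campaign's mean inhibition across all tested compounds plus 3 SD, cut at about 9.5% in these data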;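 further: 0% = DMSO only and 100% = 100 µM cantharidin control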
Efflux pump inh = inhibitors of Candida antifungal efflux pumps expressed in yeast | S. cerevisiae Candida pump triplex, Nile Red efflux | inhibition, % at 10 µM | 0.44% of 330,000 active | AID 485275;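 active means plate passing quality check with inhibition over a set limit, or well fluorescence over plate mean plus 4 SD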;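 further: Nile Red retained in pooled yeast measured as flow cytometry median fluorescence; 0% = buffer negative control and 100% = Enniatin B positive control; higher means more Nile Red kept so more efflux inhibition; some compounds called inactive have numbers as strong as hits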
PREPL inh = human PREPL enzyme inhibition; Q4J6C6; recombinant PREPL, fluorescence polarization activity-based probe; inhibition, % at 5.96 µM; 0.68% of 320,000 active; AID 2751; in the data active means inhibition above about 43%;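 further: 0% = enzyme with DMSO and 100% = wells lacking enzyme; many of its hits are not listed in these tables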
Target sequence (Q4J6C6 whole entry, looked up): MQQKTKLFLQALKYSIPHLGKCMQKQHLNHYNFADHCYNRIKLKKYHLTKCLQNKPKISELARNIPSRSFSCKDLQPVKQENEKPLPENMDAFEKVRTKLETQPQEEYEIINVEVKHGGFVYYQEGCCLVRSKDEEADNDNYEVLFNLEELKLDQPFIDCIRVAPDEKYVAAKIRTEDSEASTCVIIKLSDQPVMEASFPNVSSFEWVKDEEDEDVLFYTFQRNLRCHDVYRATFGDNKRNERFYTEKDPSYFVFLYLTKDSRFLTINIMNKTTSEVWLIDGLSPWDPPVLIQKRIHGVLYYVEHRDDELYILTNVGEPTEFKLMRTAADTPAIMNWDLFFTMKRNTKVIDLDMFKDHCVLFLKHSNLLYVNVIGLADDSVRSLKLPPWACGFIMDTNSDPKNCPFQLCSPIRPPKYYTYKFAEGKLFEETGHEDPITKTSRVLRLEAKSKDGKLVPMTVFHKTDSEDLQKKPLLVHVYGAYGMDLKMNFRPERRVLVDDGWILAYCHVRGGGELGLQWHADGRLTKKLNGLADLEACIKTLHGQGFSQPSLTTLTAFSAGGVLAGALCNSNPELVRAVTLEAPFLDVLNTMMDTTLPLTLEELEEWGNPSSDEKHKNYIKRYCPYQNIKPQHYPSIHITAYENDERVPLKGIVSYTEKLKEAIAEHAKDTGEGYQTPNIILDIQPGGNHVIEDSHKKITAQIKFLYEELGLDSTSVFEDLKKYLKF
TPT1 inhibitor = inhibitors of Candida albicans tRNA 2'-phosphotransferase TPT1. inhibition, % at 5 µM. 0.81% of 300,000 active. AID 1962. recombinant caTPT1, FP RNA substrate dephosphorylation;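 active means inhibition above the mean of all tested compounds plus 3 SD, set per screening campaign, cut at about 24% in these data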;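 further: plate controls were DMSO alone for no effect and ferristatin control at 100 nM for full effect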
HCV core dimer = blocks dimerization of HCV core protein | TR-FRET GST/Flag-core106 dimerization, 1536-well | inhibition, % at 5 µM | 0.33% of 300,000 active;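 active means inhibition above the mean of all tested compounds plus 3 SD, set per screening campaign, cut at about 45% in these data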
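Material: GST/Flag-tagged HCV core106 proteins. Incubation: 4 h, 22.5 °C incubation. Read-out basis: inhibition (%) from 671 over 617 nm ratio. Measured by: TR-FRET, excitation 340 nm, emission 617 and 671 nm.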
* hit, by the source's call; & = joins results of further samples. Not all compounds are listed; rates above refer to the full screens.

O=[N+]([O-])c1cccc(-c2ccn[nH]2)c1 was read as LYPLA2 counter 5, CTSL1 counter 1, PP1 counter -5, GASC-1 inh -3, PP5 primary -0.8, Efflux pump inh 0.1, PREPL inh 5, TPT1 inhibitor 0 and HCV core dimer -2.
O=C(CN1C(=O)NC2(CCCCCC2)C1=O)N1CCN(S(=O)(=O)c2ccc(Cl)cc2)CC1 was read as LYPLA2 counter 2, CTSL1 counter -5, PP1 counter 6, GASC-1 inh -5, PP5 primary 4.3, Efflux pump inh 0.0, PREPL inh 6, TPT1 inhibitor 2 and HCV core dimer 0.
Screening COc1ccccc1CC(=O)Nc1cc(S(=O)(=O)N2CCOCC2)ccc1N1CCOCC1 returned LYPLA2 counter -1, PP1 counter -1, PP5 primary -1.9, Efflux pump inh -0.1 and PREPL inh 3.
For O=C(Nc1nc(-c2ccccc2)cs1)c1ccc2c(c1)S(=O)(=O)c1ccccc1C2=O the results were LYPLA2 counter 2, CTSL1 counter 3, PP1 counter -3, GASC-1 inh -8, PP5 primary 3.2, Efflux pump inh 0.0, PREPL inh 8, TPT1 inhibitor -3 and HCV core dimer -9.
`O=C(O)c1cccc(NC(=O)c2cc(NC(=O)c3ccccc3)cc(NC(=O)c3ccccc3)c2)c1` gave LYPLA2 counter -23, CTSL1 counter 3, PP1 counter -1, GASC-1 inh 19, PP5 primary -3.9, Efflux pump inh -0.2, PREPL inh -4, TPT1 inhibitor -4 and HCV core dimer 5.
Screening O=C(NCc1ccccc1)c1ccc(S(=O)(=O)NCc2ccco2)cc1 returned LYPLA2 counter 2, CTSL1 counter 4, PP1 counter -1, GASC-1 inh 3, PP5 primary 0.6, Efflux pump inh -0.1, PREPL inh 5, TPT1 inhibitor 3 and HCV core dimer -1.
`O=C(CS(=O)(=O)c1ccccc1)c1cc2cc(F)ccc2oc1=O` gave LYPLA2 counter 17, CTSL1 counter 4, PP1 counter 0, GASC-1 inh 8, PP5 primary -2.4, Efflux pump inh 0.1, PREPL inh 3, TPT1 inhibitor 4 and HCV core dimer 8.
For O=C(NC1CCCC1)C(c1ccc(N2CCOCC2)cc1)N(Cc1ccco1)C(=O)c1ccco1 (stereo not given) the results were LYPLA2 counter 0, CTSL1 counter -6, PP1 counter -4, GASC-1 inh 2&4, PP5 primary 2.6, Efflux pump inh 0.5, PREPL inh -3, TPT1 inhibitor -1 and HCV core dimer -5.
Screening CN(C)CCCN(C(=O)c1cc2ccccc2oc1=O)c1nc2c(F)cccc2s1 returned LYPLA2 counter 0, CTSL1 counter 1, PP1 counter 1, GASC-1 inh 3, PP5 primary -1.0, Efflux pump inh 0.0, PREPL inh -31, TPT1 inhibitor 13 and HCV core dimer -3.
`COc1ccc(NC(=O)CN(c2ccc(OC)cc2)S(=O)(=O)c2c(C)nn(C)c2C)cc1` gave LYPLA2 counter 2, CTSL1 counter 1, PP1 counter -2, GASC-1 inh 0, PP5 primary -1.5, Efflux pump inh 0.0, PREPL inh 13, TPT1 inhibitor 3 and HCV core dimer -3.
`CCOC(=O)C1CCCN(C(=O)c2ccc3[nH]c4c(c3c2)CC(C)CC4)C1` (stereo not given) gave LYPLA2 counter 5, PP1 counter 1, GASC-1 inh 5, PP5 primary 2.5, Efflux pump inh -0.1 and PREPL inh 6.
N#Cc1ccccc1OCC(=O)OCC(=O)N1CCN(C(=O)c2ccco2)CC1 was read as LYPLA2 counter -3, CTSL1 counter -13, PP1 counter -4, GASC-1 inh -2, PP5 primary -3.6, Efflux pump inh 0.0, PREPL inh 0, TPT1 inhibitor -4 and HCV core dimer -1.
For COC(=O)CCC(=O)c1ccc(OC)c(Cl)c1 the results were LYPLA2 counter 11, CTSL1 counter -8, PP1 counter -2, GASC-1 inh -2, PP5 primary 1.6, Efflux pump inh 0.0, PREPL inh -5, TPT1 inhibitor -2 and HCV core dimer -5.
CC(C(=O)Nc1ccc(F)c(F)c1F)N1CCCCCC1 (stereo not given) was read as LYPLA2 counter 2, CTSL1 counter -3, PP1 counter 0, GASC-1 inh 0, PP5 primary -0.4, Efflux pump inh 0.1, PREPL inh 11, TPT1 inhibitor 0 and HCV core dimer -7.
`O=S(=O)(NC1CCCCC1N1CCN(c2cccc(Cl)c2)CC1)c1ccccc1` (stereo not given) gave LYPLA2 counter -3, CTSL1 counter 0, PP1 counter 10, GASC-1 inh -7, PP5 primary 0.2, Efflux pump inh 0.2, PREPL inh -16, TPT1 inhibitor -1 and HCV core dimer 6.
COc1ccc(S(=O)(=O)Nc2ccc(NC(C)=O)cc2)cc1Cl was read as LYPLA2 counter 1, CTSL1 counter -3, PP1 counter -2, GASC-1 inh -6, PP5 primary 2.9, Efflux pump inh 0.0, PREPL inh 9, TPT1 inhibitor 1 and HCV core dimer 0.
CCN(CC)C(=O)C1CCN(S(=O)(=O)c2ccc3c(c2)CCCN3C(=O)C2CCC2)CC1 was read as LYPLA2 counter -4, CTSL1 counter -4, PP1 counter -2, GASC-1 inh -1, PP5 primary 1.7, Efflux pump inh 0.0, PREPL inh -5, TPT1 inhibitor 4 and HCV core dimer -1.
For COc1cccc(/C=N/NC(=O)C(=O)N2CCCC2)c1 the results were LYPLA2 counter -1, CTSL1 counter -3, PP1 counter -6, GASC-1 inh -15, PP5 primary 1.6, Efflux pump inh 0.0, PREPL inh 11, TPT1 inhibitor -2 and HCV core dimer 1.
`O=S(=O)(Nc1ccc(-c2cn3ccccc3n2)cc1)c1ccccc1` gave LYPLA2 counter 2, CTSL1 counter 0, PP1 counter 1, GASC-1 inh -5, PP5 primary 1.2, Efflux pump inh -0.1, PREPL inh 7, TPT1 inhibitor -1 and HCV core dimer -4.
Screening Cc1cc(C)n(CC(O)CN(c2cccc([N+](=O)[O-])c2)S(=O)(=O)c2ccccc2)n1 (stereo not given) returned LYPLA2 counter -5, CTSL1 counter -1, PP1 counter 4, GASC-1 inh -25, PP5 primary 3.3, Efflux pump inh -0.1, PREPL inh 1, TPT1 inhibitor -4 and HCV core dimer -1.
For Cc1sc2nc(COC(=O)c3c(F)cccc3F)[nH]c(=O)c2c1C the results were LYPLA2 counter 6, CTSL1 counter 1, PP1 counter -1, GASC-1 inh 2, PP5 primary -1.5, Efflux pump inh -0.1, PREPL inh -3, TPT1 inhibitor -3 and HCV core dimer 5.
`COc1ccc(OC)c(-c2nc(CN(C)C(C)c3ccncn3)c(C)o2)c1` (stereo not given) gave LYPLA2 counter 0, CTSL1 counter 2, PP1 counter -5, GASC-1 inh -17, PP5 primary 0.4, Efflux pump inh 0.0, PREPL inh 8, TPT1 inhibitor 1 and HCV core dimer -2.
CC(C)c1ccc(C(=O)CC2(O)C(=O)N(CN3CCOCC3)c3ccccc32)cc1 (stereo not given) was read as LYPLA2 counter -2, CTSL1 counter -9, PP1 counter 1, GASC-1 inh 5, PP5 primary -1.6, Efflux pump inh 0.2, PREPL inh -4, TPT1 inhibitor -4 and HCV core dimer 2.
`O=c1c2c3n(c(=O)nc2[nH]n1-c1ccccc1)CCCCC3` gave LYPLA2 counter -3, CTSL1 counter 0, PP1 counter -3, GASC-1 inh 4, PP5 primary 1.9, Efflux pump inh 0.0, PREPL inh 3, TPT1 inhibitor 2 and HCV core dimer -3.
For NCCCCCc1nnc(SCC(N)=O)o1 the results were LYPLA2 counter 1, CTSL1 counter 8, PP1 counter 5, GASC-1 inh 2, PP5 primary 1.6, Efflux pump inh -0.1, PREPL inh 9, TPT1 inhibitor -3 and HCV core dimer 7.
Screening O=S(=O)(Cc1ccccc1)N1CCN(Cc2ccc(Br)cc2)CC1 returned LYPLA2 counter 5, CTSL1 counter -2, PP1 counter 0, GASC-1 inh 0, PP5 primary 2.3, Efflux pump inh 0.0, PREPL inh -42, TPT1 inhibitor -3 and HCV core dimer 9.
`Cc1cc(NC(=O)/C=C/C(=O)N(c2ccccc2C)C(C(=O)NC2CCCC2)c2ccc(F)cc2)no1` (stereo not given) gave LYPLA2 counter -7, CTSL1 counter 1, PP1 counter 5, GASC-1 inh 10, PP5 primary 3.1, Efflux pump inh 0.1, PREPL inh 21, TPT1 inhibitor -1 and HCV core dimer 19.
`Cc1c(CNC(=O)c2cnn3c2NC(c2ccc(Br)cc2)CC3C(F)(F)F)cnn1C` (stereo not given) gave LYPLA2 counter -4, CTSL1 counter 2, PP1 counter -2, GASC-1 inh -24&-1, PP5 primary -0.3, Efflux pump inh -0.2, PREPL inh -16, TPT1 inhibitor -3 and HCV core dimer 3.
`O=C(NCc1nc2ccccc2[nH]1)C1=C[C@@H](c2ccc(Br)cc2)C[C@@H](OCCCCO)O1` gave LYPLA2 counter 0, CTSL1 counter 3, PP1 counter -1, GASC-1 inh 15, PP5 primary 2.1, Efflux pump inh -0.1, PREPL inh 4, TPT1 inhibitor -2 and HCV core dimer -12.
Screening Cc1ccc(CN2C(=O)c3ccccc3C2C(=O)NCc2cccnc2)cc1 (stereo not given) returned LYPLA2 counter 2, CTSL1 counter 5, PP1 counter -3, GASC-1 inh 16, PP5 primary 1.6, Efflux pump inh -0.2, PREPL inh 3, TPT1 inhibitor 2 and HCV core dimer -13.
`O=C(COc1ccc(F)cc1Cl)Nc1cccc(S(=O)(=O)N2CCCC2)c1` gave LYPLA2 counter -9, PP1 counter 0, PP5 primary 2.3, Efflux pump inh 0.0 and PREPL inh 15.
Screening CC(C)(C)S(=O)(=O)/C(C#N)=N/Nc1ccc(S(C)(=O)=O)cc1 returned LYPLA2 counter -6, CTSL1 counter 5, PP1 counter -2, GASC-1 inh 0, PP5 primary 0.7, Efflux pump inh 0.1, PREPL inh 4, TPT1 inhibitor 2 and HCV core dimer -1.
NS(=O)(=O)c1cccc(NC(=O)Cn2nc(C(=O)O)c3ccccc3c2=O)c1 was read as LYPLA2 counter -2, CTSL1 counter -7, PP1 counter 0, GASC-1 inh 0, PP5 primary -1.2, Efflux pump inh -0.2, PREPL inh -8, TPT1 inhibitor -2 and HCV core dimer -2.
`O=C(Nc1ccccc1)c1ccc(OC(=O)c2cc3ccccc3o2)cc1` gave LYPLA2 counter -2, CTSL1 counter -1, PP1 counter -4, GASC-1 inh 5, PP5 primary -0.9, Efflux pump inh -0.2, PREPL inh 3, TPT1 inhibitor -3 and HCV core dimer -2.
`CC1(C)NC(=O)N(CC(=O)Nc2cc(S(=O)(=O)N3CCOCC3)ccc2N2CCOCC2)C1=O` gave LYPLA2 counter 1, CTSL1 counter -2, PP1 counter -2, GASC-1 inh -15, PP5 primary 2.9, Efflux pump inh 0.0, PREPL inh 12, TPT1 inhibitor -2 and HCV core dimer -3.
Screening CCOC(O)[C@H]1N[C@@H](c2ccc(Cl)cc2)[C@@H]([N+](=O)[O-])[C@@H]1c1ccccc1 (stereo not given in full) returned LYPLA2 counter 2, CTSL1 counter 0, PP1 counter 5, GASC-1 inh 6, PP5 primary 1.9, Efflux pump inh 0.0, PREPL inh 4, TPT1 inhibitor -1 and HCV core dimer 7.
